# ERp5 inh: blocks human ERp5 reductase activity on insulin; inhibition, % at 9.99 µM; 350,000 tested, 0.05% active; Q15084; AID 651711; ERp5 insulin aggregation, absorbance 650 nm, 90 min;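 active = mean replicate inhibition above about 25%, with every replicate also reaching it, limit read from the data, passing the limit was not always enough; inconclusive = only one of those two criteria met; inactive = neither criterion met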
# E-selectin induc: induces E-selectin expression in human endothelial cells; P16581; HUVEC E-selectin immunofluorescence imaging; normalized: neutral wells 0, TNF-alpha wells 100; activation, % at 7.58 µM; 260,000 tested, 0.37% active; AID 686992;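 active = mean E-selectin-positive cell signal at least 10% of the positive control, reached in at least 60% of replicates, without over 20% cell loss; inconclusive = no rule given, readout overlaps actives, possibly toxicity-flagged; inactive = the rest, including those meeting only one limit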;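 also: in these data hits start at about 27%; measured in HUVEC primary endothelial cells; signal is the percent of cells scored E-selectin positive by PE staining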
# Target sequence (P16581 whole entry, looked up): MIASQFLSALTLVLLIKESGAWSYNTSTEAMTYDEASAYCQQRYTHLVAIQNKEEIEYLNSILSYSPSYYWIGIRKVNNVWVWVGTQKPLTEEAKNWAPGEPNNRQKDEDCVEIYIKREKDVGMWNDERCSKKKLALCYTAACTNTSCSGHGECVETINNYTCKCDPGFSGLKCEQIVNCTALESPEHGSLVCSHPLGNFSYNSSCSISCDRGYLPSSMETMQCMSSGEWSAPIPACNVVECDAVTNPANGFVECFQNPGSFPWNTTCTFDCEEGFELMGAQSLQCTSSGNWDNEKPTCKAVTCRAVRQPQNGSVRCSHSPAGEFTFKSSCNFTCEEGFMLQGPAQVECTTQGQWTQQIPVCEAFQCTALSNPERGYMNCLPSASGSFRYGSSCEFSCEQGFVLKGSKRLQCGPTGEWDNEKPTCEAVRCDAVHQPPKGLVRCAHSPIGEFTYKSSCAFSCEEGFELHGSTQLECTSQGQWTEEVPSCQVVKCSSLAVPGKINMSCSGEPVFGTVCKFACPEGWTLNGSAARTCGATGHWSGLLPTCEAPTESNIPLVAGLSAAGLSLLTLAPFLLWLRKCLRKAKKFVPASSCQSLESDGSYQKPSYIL
#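 Read-out: % PE-positive cells | Test system: HUVEC | Doses: One compound dose added by pin transfer | Buffer or medium: EGM-2 over gelatin coat | Signal: Immunofluorescence imaging | Benchmarks: TNF-alpha, DMSO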
# S100A4 MyoIIA: inhibitors of human S100A4 binding to myosin IIA peptide | P26447 | S100A4/TAMRA-MyoIIA peptide fluorescence polarization | inhibition, % at 10.7 µM | 360,000 tested, 0.14% active;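 active = mean inhibition of at least 70% across replicates, with every replicate also reaching that level; inconclusive = mean inhibition reaches 70% but some replicates fall short; inactive = mean inhibition below 70%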
#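 Test system – S100A4 monomer (human) · Compound – single-point compound testing · Schedule – 5 min incubation before reading · Probe or stimulus – TAMRA-labelled myosin IIA heavy-chain peptide probe, 5 nM · Benchmarks – neutral control DMSO, positive control TFP · Medium – Calcium-containing HEPES buffer, pH 7.2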
# esBAF inh: blocks esBAF chromatin remodeling in mouse ES cells; Bmi1-luciferase knock-in reporter, 24 h; 100% = twice the neutral-well signal; reporter increase, % at 12.5 µM; 350,000 tested, 2% active; in the data active = activation above about 40%; inconclusive = no clear call, values can overlap the other calls;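 also: 0% = median of the plate's neutral control wells and 100% = double that signal; a rise in the Bmi1 reporter signal indicates esBAF inhibition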
# RAD52 inh: blocks human RAD52 DNA annealing. inhibition, % at 18.7 µM. P43351. 360,000 tested, 0.46% active. recombinant RAD52 DNA annealing, FRET fluorescence;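 active = every replicate showing at least 50% inhibition; inconclusive = mean inhibition at least 50% but not in every replicate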
# Target sequence (P43351 whole entry, looked up): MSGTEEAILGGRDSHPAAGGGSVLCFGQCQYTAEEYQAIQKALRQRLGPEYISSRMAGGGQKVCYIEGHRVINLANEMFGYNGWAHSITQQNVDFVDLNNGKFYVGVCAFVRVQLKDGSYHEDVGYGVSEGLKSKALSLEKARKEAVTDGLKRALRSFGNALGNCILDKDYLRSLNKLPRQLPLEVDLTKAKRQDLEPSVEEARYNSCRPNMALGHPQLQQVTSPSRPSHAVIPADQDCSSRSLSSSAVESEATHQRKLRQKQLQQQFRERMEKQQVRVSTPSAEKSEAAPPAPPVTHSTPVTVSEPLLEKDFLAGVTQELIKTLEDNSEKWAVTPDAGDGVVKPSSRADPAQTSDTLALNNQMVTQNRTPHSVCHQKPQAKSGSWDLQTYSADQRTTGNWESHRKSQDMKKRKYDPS
# ERAP1 HTS inh: ERAP1 (human) enzyme inhibition. AID 652197. inhibition, % at 10.7 µM. 340,000 tested, 0.15% active. Q9NZ08. recombinant ERAP1, Leu-AMC fluorescence, 60 min;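 active = mean replicate inhibition of at least 30%, or all replicates individually reaching that 30% level; inactive = mean below 30% and not every replicate reaching it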;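 also: 0% = neutral control wells and 100% = L-leucinethiol positive control wells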
# Xi reactivation: activators of X-chromosome reactivation in mouse fibroblasts; AID 743238; 360,000 tested, 0.055% active; activation, % at 7.58 µM; XiGFP mouse fibroblasts, % GFP-positive cells imaging, 3 d; cells co-treated with 5-aza-dC sensitizer; scaled so ellipticine positive control = 100%;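 active = mean normalized replicate activation at least 10% and every replicate at or above 10%; inconclusive = only one of the two criteria met; inactive = mean below 10% and not all replicates reach 10%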;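 also: 0% = median of on-plate neutral control wells and 100% = ellipticine 6 µM median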
#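 System: XiGFP fibroblasts, SV40-immortalized. Medium: DMEM plus 5-aza-dC sensitizer. Doses: single point. Timing: 3 d treatment, 15 min room-temperature fixation. Control set: ellipticine 6 µM.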
# RAD54 inh: blocks human RAD54 Holliday junction branch migration. Q92698. FAM/BHQ fluorescence. inhibition, % at 10.4 µM. 360,000 tested, 0.14% active. AID 602329;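 active = mean normalized replicate activity at least 40 and at least half of replicates scoring 40 or more; inconclusive = only one of the two criteria met; inactive = mean below 40 and under half of replicates reaching 40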;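 also: 0% = median of neutral control wells and 100% = median of positive control wells; inhibitors cause a drop in the FAM fluorescence signal; in these data hits start at about 50%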
# An asterisk follows results filed as active; ? = inconclusive; · = not tested or not shown; & = joins results of further samples. Not a hit list; overall some 2.5% were active at least once.
cpd	SMILES	Xi reactivation	RAD52 inh	S100A4 MyoIIA	ERAP1 HTS inh
1	COc1cccc2cc(C(=O)C3=C(O)C(=O)N(CCN4CCOCC4)C3c3ccc(Cl)cc3)oc12 (configuration not stated)	0.0	-5	-3	3
2	CCSc1nnc(NC(=O)C(Cc2ccccc2)n2cccc2)s1 (configuration not stated)	-0.1	-3	-1	-4
3	O=C(C1=C[C@H](c2csc3ccccc23)C[C@H](OCc2ccc(CO)cc2)O1)N1CCOCC1	0.0	-137&12	0&-8	0&-1
4	CC(C)NC(=O)N(C)C[C@@H]1OCCCC[C@H](C)Oc2ccc(NC(=O)Cc3ccccc3)cc2C(=O)N([C@H](C)CO)C[C@H]1C	0.1	-9	1	1
5	C[C@H]1CN([C@@H](C)CO)C(=O)c2cccc(NC(=O)Nc3ccc(C(F)(F)F)cc3)c2O[C@H]1CN(C)S(=O)(=O)c1ccc(F)cc1	-0.1	25	4	0
6	COc1ccc(CC(=O)Nc2cc(S(=O)(=O)N3CCCCC3)ccc2OC(C)C)cc1OC	0.1	-3	7	-3
7	CCN1CCN(c2ccc(NC(=O)c3ccc4c(c3)OCCO4)cc2C)CC1	0.8	15	-29	2
8	Cc1occc1-c1nnc(SCc2nnc(-c3ccc(Cl)cc3)o2)n1C	·	-4	-3	4
9	Cc1cc(N/N=C\c2ccc(Br)cc2)nc(-n2nc(C)cc2C)n1	0.0	-9	1	-2
10	Cc1ccc(S(=O)(=O)N(Cc2n[nH]c(=S)n2-c2ccccc2)c2ccccc2)cc1	-0.1	-11	-2	1

cpd	RAD54 inh	esBAF inh	E-selectin induc	ERp5 inh
1	·	3	0.0	0
2	1	-2	0.0	-3
3	-4	16	0.0	3&6
4	9	·	1.8	1
5	2	-3	0.0	2
6	0	7	5.9	2
7	6	-1	-0.1	-1
8	1	14	·	-15
9	·	·	·	0
10	·	4	·	-2

# (listing goes on)
cpd	SMILES	Xi reactivation	RAD52 inh	S100A4 MyoIIA	ERAP1 HTS inh
11	CCc1nc2cccnc2n1-c1ccc(C(=O)O)cc1	0.0	-62	10	0
12	Cc1cc(C)nc(N/N=C/c2ccccc2)n1	·	-5	6	2
13	Cc1nc(SCC(=O)Nc2cccc(C(=O)O)c2)n[nH]1	0.0	-10	-1	-7
14	C/C=C/c1cnc2c(c1)C(=O)N([C@H](C)CO)C[C@H](C)[C@@H](CN(C)C(=O)Nc1ccccc1F)O2	0.4	8	2	0
15	Cc1cc(C(=O)Nc2cccc3c2O[C@@H](CN(C)C(=O)Nc2cccc4ccccc24)[C@H](C)CN([C@H](C)CO)C3=O)n(C)n1	-0.9	4	5	4
16	COc1ccc(Cn2c(=O)[nH]c3cc(C(=O)NC4CCN(Cc5ccccc5)CC4)ccc32)cc1	0.0	-12	-6	1
17	CN(C)C(=O)[C@@H]1[C@@H](CO)[C@@H]2Cn3c(ccc(C4=CCCC4)c3=O)[C@H]1N2S(=O)(=O)c1cn(C)cn1	0.1	-10	-14	5
18	CC1CCc2nn(CC(=O)NCCCN3CCCC3=O)cc2C1 (configuration not stated)	0.2	-10	2	-3
19	C[C@H]1CN([C@@H](C)CO)C(=O)c2cccc(NS(=O)(=O)c3ccc(F)cc3)c2O[C@H]1CN(C)S(=O)(=O)c1cccs1	-0.7	-11	-7	-2
20	COc1ccc2c(c1)CC(C(=O)Nc1ccc(Cl)cc1)/C(=N/O)O2 (configuration not stated)	0.0	-17	0	0

cpd	RAD54 inh	esBAF inh	E-selectin induc	ERp5 inh
11	-23	7	·	2
12	·	·	·	1
13	0	6	-0.1	3
14	0	0	0.2	5
15	0	3	2.1	3
16	1	5	·	-4
17	-6	-4	-0.1	-1
18	-13	1	0.0	-1
19	0	3	235*	-3
20	1	-7	·	2

# Continuation:
cpd	SMILES	Xi reactivation	RAD52 inh	S100A4 MyoIIA	ERAP1 HTS inh
21	CCOc1ccccc1N1CCN(CC(=O)Nc2nc(C)c(C(=O)N(C)C)s2)CC1	0.0	-3	2	-1
22	Cc1noc(C)c1S(=O)(=O)Nc1ccc2c(c1)CC(=O)N([C@@H](C)CO)C[C@H](C)[C@@H](CN(C)C(=O)Nc1ccc(C(F)(F)F)cc1)O2	0.3	11	-25	1
23	CCNC(=O)C[C@H]1CC[C@@H]2[C@H](COC[C@H](O)CN2C(=O)CC)O1	-0.1	1	-5	2
24	O=C(CSc1ccccc1)N1CCN(c2ccccn2)CC1	0.1	-6	-1	-6
25	O=C(Nc1nnc(SCc2ccc(F)cc2)s1)c1cccnc1Cl	0.0	-37	3	-9
26	Cc1ccccc1Oc1ccc2c(c1)[C@@H]1C[C@H](N(C)C(=O)c3cccnc3)[C@H]([C@H](C)O)C(=O)N1CC2	·	-7	-1	-4
27	CC1(C(=O)NS(=O)(=O)c2ccccc2C(F)(F)F)CCN1C(=O)C1CCCCC1 (configuration not stated)	0.0	-13	-5	-4
28	N#Cc1ccc(/C=N/NC(=O)c2ccccc2F)cc1	0.2	-5	-5	4
29	O=C(CNC(=S)N(Cc1ccc(F)cc1)C1CCCCC1)NCC1CCCO1 (configuration not stated)	-0.1	-11	-11	3
30	Cc1nc2ccc(NC(=S)NC3CC3)cc2nc1C	-0.4	-2	4	2

cpd	RAD54 inh	esBAF inh	E-selectin induc	ERp5 inh
21	2	-4	1.7	6
22	0	9	0.3	-1
23	0	3	-0.1	7
24	·	19	-0.3	5
25	-3	-5	-0.4	1
26	3	0	-0.1	1
27	-6	-7	-0.1	-3
28	·	·	-0.8	5
29	·	·	-0.1	4
30	-10	·	-2.5	-5

# The last 6 compounds of the part above are carried over, then new ones follow.
cpd	SMILES	Xi reactivation	RAD52 inh	S100A4 MyoIIA	ERAP1 HTS inh
25	O=C(Nc1nnc(SCc2ccc(F)cc2)s1)c1cccnc1Cl	0.0	-37	3	-9
26	Cc1ccccc1Oc1ccc2c(c1)[C@@H]1C[C@H](N(C)C(=O)c3cccnc3)[C@H]([C@H](C)O)C(=O)N1CC2	·	-7	-1	-4
27	CC1(C(=O)NS(=O)(=O)c2ccccc2C(F)(F)F)CCN1C(=O)C1CCCCC1 (configuration not stated)	0.0	-13	-5	-4
28	N#Cc1ccc(/C=N/NC(=O)c2ccccc2F)cc1	0.2	-5	-5	4
29	O=C(CNC(=S)N(Cc1ccc(F)cc1)C1CCCCC1)NCC1CCCO1 (configuration not stated)	-0.1	-11	-11	3
30	Cc1nc2ccc(NC(=S)NC3CC3)cc2nc1C	-0.4	-2	4	2
31	O=C1c2ccccc2NC(c2ccc(-c3cccc([N+](=O)[O-])c3)o2)N1O (configuration not stated)	0.4	3	-1	5
32	CC1(C)OC2OC(C3COC(=O)O3)C(OC(=O)c3ccccc3)C2O1 (configuration not stated)	0.6	-2	0	0
33	O=C(Nc1ccc(F)cc1F)c1cccn1-c1ncc(C(F)(F)F)cc1Cl	·	7	4	3
34	CCCCCCCCCCCCCCCC[N+](C)(C)CCl	0.1	88*	4	88*
35	O=C(Nc1ccc2c(c1)[C@H]1C[C@@H](CC(=O)N3CCCCC3)O[C@H](CO)[C@H]1O2)C1CCOCC1	0.4	19	-80	1
36	CC1C(C)N(C(=O)CCl)c2ccccc2N1C(=O)CCl (configuration not stated)	-0.1	-18	-3	-3
37	O=C(C[C@@H]1CC[C@@H](NC(=O)c2ccncc2)[C@H](CO)O1)NCC1CCCCC1	0.0	-7	2	0
38	COc1ccccc1CNC(=O)C1=C(C)C(=O)OC12CCC(C)CC2 (configuration not stated)	0.0	-8	0	5
39	Cc1ccc(Cl)cc1NC(=O)CCCN1C(=O)c2cccnc2C1=O	0.2	-11	0	6
40	Cc1cccn2c(=O)c(/C=C(\C#N)C(=O)NCc3ccccc3)c(N3CCC(C(N)=O)CC3)nc12	0.1	-11	-1	·

cpd	RAD54 inh	esBAF inh	E-selectin induc	ERp5 inh
25	-3	-5	-0.4	1
26	3	0	-0.1	1
27	-6	-7	-0.1	-3
28	·	·	-0.8	5
29	·	·	-0.1	4
30	-10	·	-2.5	-5
31	·	·	-1.7	-1
32	1	-1	-0.1	5
33	3	22	·	1
34	·	·	-0.4	8
35	1	-1	-0.6	4
36	10	-2	0.1	1
37	1	0	-0.6	0
38	6	-1	-0.2	5
39	·	·	·	-4
40	-4	-3	0.1	-8

# Additional results.
cpd	SMILES	Xi reactivation	RAD52 inh	S100A4 MyoIIA	ERAP1 HTS inh
41	COc1ccc2[nH]c3c(c2c1)CCN1C(=O)C(CC(=O)NCCN2CCOCC2)C[C@H](C(=O)N2CCCCC2)[C@@]31CCc1ccccc1 (some centres not stated)	-0.1	-4	2	1
42	Cc1ccc(S(=O)(=O)Nc2cccc3c2O[C@H](CN(C)C(=O)Nc2ccc(C(F)(F)F)cc2)[C@@H](C)CN([C@@H](C)CO)C3=O)cc1	-0.1	18	2	-5
43	CO[C@H]1CN(C)C(=O)c2cc(NC(C)=O)ccc2OC[C@@H](C)NC[C@@H]1C	0.0	9	-1	8
44	CC(=O)Nc1sc(N/N=C/c2ccc(N(C)C)cc2)nc1-c1ccc(C)cc1	?	-24	-6	0
45	COc1ccccc1N/C(=N/S(=O)(=O)c1ccc(C)cc1)c1ccccc1	0.0	3	-5	-1
46	O=C1/C(=C\c2cccc(O)c2O)SC(=S)N1Cc1ccccc1	0.1	-15	2	1
47	COc1cc(NC(=O)C(C)N2CCN(C(=O)C3CC3)CC2)cc(OC)c1 (configuration not stated)	-0.1	-11	3	3
48	Clc1ccc(/C=N/N2CCN(Cc3ccccc3)CC2)cc1	-0.1	-9	0	0
49	COc1cccc(NC(=S)NC(C)c2ccc(OC)c(OC)c2)c1 (configuration not stated)	0.0	-13	2	4

cpd	RAD54 inh	esBAF inh	E-selectin induc	ERp5 inh
41	0	-2	-0.2	-2
42	-8	-4	-0.2	-2
43	-12	-3	0.0	0
44	8	·	-0.2	6
45	4	·	0.2	1
46	-5	-6	0.2	-2
47	3	-3	0.0	5
48	-2	0	-1.6	2
49	·	·	4.7	0
